A549 tox: kills or reduces viability of A549 cells in Nrf2 counter-screen | 0.16% of 390,000 active | Potency, µM (doses to about 46 µM), for the others: top-dose activity change, negative = cytotoxicity, hits mostly inhibitors | A549 ARE-Fluc cells, CellTiter-Fluor viability, 18-24 h; note: potency is the fitted concentration of half-maximal effect; % is set by controls: 0 for no effect and ±100 for the full control effect
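Cytotoxicity counterscreen: CellTiter-Fluor fluorescence was measured in A549 ARE_Fluc cells after 18-24 h of compound exposure in a concentration series. The subsequent BugLite luminescent read reports ARE-luciferase activity.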
MmCpn inh: blocks the Methanococcus maripaludis chaperonin Mm-Cpn. Potency, µM (highest dose often 76.9 µM), for inactives: top-dose activity, negative = inhibition, hits mostly inhibitors. 0.031% of 330,000 active. purified Mm-Cpn ATPase, ADP Transcreener TR-FRET; note: potency is the fitted concentration of half-maximal effect; % is set by controls: 0 for no effect and ±100 for the full control effect; nearly all actives have a fitted effect of over 80% in size
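Eu-cryptate anti-ADP/ADP-d2 competition gives a ratio inversely related to ADP. Enzyme at 25 nM was pre-exposed to compound for 10 min, then given 10 uM ATP for 30 min, 37°C throughout.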
CCT chaperon mod: cytosolic chaperonin activity modulation; purified chaperonin ATPase assay, HTRF ADP detection, 30 min; 0.3% of 360,000 active; AID 651819; activity change, % (no concentration beside the values), hits read low; in the data active = activity change below about -30%; note: % is set by controls: 0 for no effect and ±100 for the full control effect
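ATPase activity: ADP formed was measured by HTRF Transcreener (665/615 nm ratio) after 30 min at 37 deg C with 10 uM ATP. Compounds screened at one 76 uM concentration against 40 or 20 nM TRiC in Tris pH 7.4/KCl/MgCl2/DTT buffer.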
Akt phos inh: blocks phosphorylation of Akt; 0.32% of 360,000 active; Neuro2A IGF-stimulated pAkt S473 HTRF, 20 min; hits give low values; activity change, % for hits at 50 µM; in the data active = activity change below about -80%; inconclusive = mostly about -51% to -80%; note: % is set by controls: 0 for no effect and ±100 for the full control effect
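Neuro2A cells (4,500/well, DMEM with 0.5% FBS) were treated with compound at a single 50 µM final concentration, stimulated with 6 nM IGF for 20 min at 37 °C, and lysed. Phospho-Akt Ser473 was read by HTRF as 665/615 ratio ×10^4.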
Nrf2 activator: Nrf2 pathway activation; Potency, µM (titrated, usually from 46.1 µM), inactives show at the top dose activation, actives largely listed as activators; AID 624171; AREc32 ARE-luciferase reporter (MCF7-derived line), luminescence, 24 h; 0.31% of 410,000 active; note: potency is the fitted concentration of half-maximal effect; % of control where 0% means no effect; nearly all actives have a fitted effect of over 65% in size
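AREc32_Fluc, 1000 cells/well, OPTI-MEM + 5% FBS, o/n 37 deg C 5% CO2; 23 nL cpd by pin tool, 24 hr; Steady-Glo 30 min RT, luminescence.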
HepG2 viability: counter-screen for TGF-b inhibitors: cytotoxicity in HepG2 cells. HepG2 CAGA-GFP viability, ATP luminescence, 18 h. Potency, µM (series often up to 46.1 µM), for the others: at the top dose activity change, negative = cytotoxicity, usual class: cytotoxic. 0.76% of 410,000 active. AID 588856; note: potency is the fitted concentration of half-maximal effect; some results filed as inactive show a strong effect at the top dose
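HepG2 CAGA-GFP cells (1000/well, DMEM with 1% FBS) received compound, then TGF-beta at 500 pg/mL final, and were incubated 18 hours at 37 degrees C. Viability was read by CellTiter-Glo luminescence. Media-only wells were set as complete cell-killing and DMSO as no toxicity.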
ATXN viability: viability counter-screen for ATXN expression inhibitors; S2 cells (HEK-293 line with an ATXN2-luciferase reporter) viability, CellTiter-Fluor protease fluorescence, 24 h; Potency, µM (doses to about 56.7 µM), usual class: cytotoxic; 0.49% of 400,000 active; note: potency is the fitted concentration of half-maximal effect; nearly all actives have a fitted effect of over 40% in size
Nrf2 block: Nrf2 pathway inhibition; Potency, µM (titrated, usually from 46 µM), inactives show top-dose activity change, negative = inhibition, most hits filed as inhibitors; A549 ARE-Fluc reporter, luciferase luminescence, 18-24 h; 2.1% of 360,000 active; AID 504444; note: potency is the fitted concentration of half-maximal effect; % is set by controls: 0 for no effect and ±100 for the full control effect; nearly all actives have a fitted effect of over 60% in size
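Quantitative HTS in A549 cells stably bearing an antioxidant response element-firefly luciferase construct. Inhibition of Nrf2-driven transcription was scored by luminescence after 18-24 h of compound exposure at 37 °C.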
TGFb SMAD3 inh: blocks TGF-b signaling; Potency, µM (highest dose often 46.1 µM), inactives show at the highest dose activity, negative = inhibition, hits mostly inhibitors; 1.2% of 410,000 active; HepG2 CAGA-GFP TGF-b/SMAD3 reporter, GFP fluorescence, 18 h; TGF-beta stimulated, 500 pg/mL final; AID 588855; note: potency is the fitted concentration of half-maximal effect; % is set by controls: 0 for no effect and ±100 for the full control effect; nearly all actives have a fitted effect of over 65% in size
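Read-out: total well GFP (ex488/em500-530) summed from mean per-cell fluorescence. Cells: HEPG2 CAGA-GFP, 1% FBS DMEM, 18 h at 37 degrees C with 500 pg/mL final TGF-beta. Unstimulated wells served as the full-inhibition control; stimulated DMSO wells = 0%.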
An asterisk follows results filed as active; i = inactive; u = inconclusive; x = not tested or not shown; [ ] = dose if it differs, or a comment. Unless noted, calls come from the whole dose curve; as a rule, active = well fitted curve in the direction sought with a large enough effect; inconclusive = small, poorly fitted or top-dose-only effect, or another doubt; inactive = no such curve, though single readings can be large; an effect the other way counts as inactive or inconclusive.

# | SMILES | A549 tox | MmCpn inh | CCT chaperon mod | Akt phos inh | Nrf2 activator
1 | COc1ccc(CNC(=O)CCCn2c(SCC#N)nc3cc4c(cc3c2=O)OCO4)cc1 | -6.0% | -0.4% | -0.1 | i | -0.5%
2 | CN(C)C(=O)COC(=O)[C@H](Cc1ccccc1)NC(=O)c1ccco1 | 1.1% | -1.5% | 0.6 | i | 0.3%
3 | Cc1ccc(/C=N/NC(=O)c2cc(-c3cccnc3)nc3ccccc23)cc1 | u | 1.0% | -1.2 | i | -0.8%
4 | Cc1nnc(SCC(=O)N(CC(C)C)c2c(N)n(Cc3ccccc3)c(=O)[nH]c2=O)n1N | 2.5% | 1.2% | -2.4 | i | -0.8%
5 | CCc1ccccc1Nc1ccc(C(=O)O)cc1N | 5.8% | -24.6% | 1.9 | i | 6.0%
6 | COCC(C)n1c(C)cc(C(=O)COC(=O)c2cccn2C)c1C (configuration not stated) | 6.7% | -5.5% | 0.9 | i | -3.7%
7 | O=C(O)CNC(=O)c1ccc2c(c1)OCCO2 | 0.2%[1.84 µM] | 0.1% | -1.0 | i | -0.1%
8 | CCN1CCN(CC(=O)c2c(C)n(C)c3ccc(OC)cc23)CC1 | 3.1% | 0.3% | 2.7 | i | 0.2%
9 | O=c1cc(COc2ccc(Cl)cc2Cl)nc2scc(-c3ccccc3)n12 | 11.0% | x | x | x | -0.2%
10 | O=C(NCC1CCCO1)c1ccc2ccccc2n1 (configuration not stated) | 0.5% | 0.2% | -3.1 | i | 2.4%
11 | O=C(CN(Cc1ccco1)C(=O)Cn1nnc(-c2cccs2)n1)NCC1CCCO1 (configuration not stated) | -1.8% | 0.0% | 1.3 | i | -0.5%
12 | CCOCCCN(C(=O)c1snc(C(N)=O)c1N)C(C(=O)NC1CCCC1)c1ccc(O)cc1 (configuration not stated) | -1.0% | -1.3% | 0.1 | i | 3.2%

# | HepG2 viability | ATXN viability | Nrf2 block | TGFb SMAD3 inh
1 | -36.6% | i | -2.0% | u
2 | -3.4% | i | 9.8% | 12.1%
3 | 3.5% | i | u | u
4 | 0.0% | u | 23.3% | 10.6%
5 | 2.8% | i | x | 9.0%
6 | -5.0% | i | u | -11.6%
7 | -12.3% | i | 0.8% | 1.5%
8 | 7.1% | i | u | 5.7%
9 | -1.0% | i | 7.0% | -2.8%
10 | 1.3% | i | u | 3.4%
11 | -3.9% | i | -26.6% | 0.8%
12 | -3.7% | i | 10.5% | 8.6%

New compounds follow.
# | SMILES | A549 tox | MmCpn inh | CCT chaperon mod | Akt phos inh | Nrf2 activator
13 | Cc1ccccc1OCC(=O)NNC(=O)c1ccc(-c2ccccc2)cc1 | 8.7% | 1.7% | -0.9 | -82.6%* | 0.2%
14 | Cc1ccccc1-n1c(=O)cc(N2CCc3ccccc32)[nH]c1=O | 22.7% | 1.9% | 0.1 | i | 3.8%
15 | Cc1ccc2nc(-c3ccc(NC(=O)C(F)(F)F)cc3)sc2c1 | 1.8% | x | x | x | 2.1%
16 | O=C(CCn1c(=O)c2cccn2c2ccc(F)cc21)NCCc1ccccc1Cl | -0.3% | x | x | x | 6.0%
17 | CCOc1ccc(NC(=O)C2CCCN(c3nc(C)cc(C)n3)C2)cc1 (configuration not stated) | -6.7% | -5.6% | 1.6 | i | -1.1%
18 | O=C(CNS(=O)(=O)c1ccc(Cl)cc1)NNC(=O)c1cccnc1 | -0.4% | 0.5% | -5.1 | i | 2.5%
19 | COc1ccc(S(=O)(=O)NCc2ccncc2)cc1NC(=O)c1ccc(Cl)cc1 | -3.2% | 0.9% | -0.1 | i | 1.9%
20 | O=C(N/N=C/c1ccc(-c2ccc(S(=O)(=O)Nc3ncccn3)cc2)o1)c1cc2ccccc2cc1O | -16.1% | 0.9% | -1.6 | i | 2.4%
21 | O=C(CC1C(=O)NCCN1Cc1cccc(Oc2ccccc2)c1)NCCCn1cccn1 (configuration not stated) | 6.4% | 4.3% | -16.7 | i | -0.2%
22 | CC(C)(C)c1ccc(/C=N/NC(=O)C[n+]2ccccc2)cc1 | 0.4% | u | -9.7 | i | -0.3%
23 | CN(C(=O)Nc1ccc(Cl)c(Cl)c1)c1ccccc1C(=O)O | -1.1% | -2.2% | 0.3 | i | -1.4%
24 | COc1ccc2[nH]c(C(=O)Nc3ncc(C)cc3Br)cc2c1 | -2.6% | -1.3% | 0.1 | i | 0.4%

# | HepG2 viability | ATXN viability | Nrf2 block | TGFb SMAD3 inh
13 | -28.0% | i | u | -16.0%
14 | -19.2% | i | u | 3.4%
15 | -26.1% | i | x | -10.1%
16 | -47.3% | x | -6.8% | u
17 | 8.4% | i | -3.7% | 11.0%
18 | 7.4% | i | -1.8% | 0.1%
19 | -10.9% | i | 4.61µM* | -16.7%
20 | -33.7% | i | -4.9% | u
21 | -10.8% | i | -3.7% | u
22 | -3.9% | i | -13.6% | 0.0%
23 | 14.1% | i | 1.7% | 4.1%
24 | 6.7% | i | 27.0% | -19.3%

Next part.
# | SMILES | A549 tox | MmCpn inh | CCT chaperon mod | Akt phos inh | Nrf2 activator
25 | COc1ccc(CNCCCn2cnc3c(OCc4ccccc4)ncnc32)cc1 | 16.4% | x | -0.8 | i | 5.4%
26 | CC1(C)CC(=O)C(CC2=C(O)CC(C)(C)CC2=O)C(=O)C1 | 19.1% | 0.5% | -0.3 | i | -0.3%
27 | O=C(O)Cc1ccc(N2N=C(c3ccccc3)CC2=O)cc1 | x | x | 1.0 | i | -0.4%
28 | CCN(CC)C(=O)COc1ccc(/C=C(\C#N)S(=O)(=O)c2ccccc2)cc1OC | -13.3% | -5.7% | 2.8 | i | -0.1%
29 | COc1ccc(C)cc1S(=O)(=O)N(CC(=O)NCc1ccco1)c1ccc(C)cc1 | -1.5% | 1.6% | -1.7 | i | 2.7%
30 | CCOC(=O)NC1(C(F)(F)F)NC(=O)N(c2ccc(F)cc2)C1=O (configuration not stated) | -3.5% | -3.6% | -3.2 | i | -0.7%
31 | Cc1ccccc1OCC(=O)N1CCCCCCC1 | -11.0% | -4.1% | -7.5 | i | 0.0%
32 | Cc1ccc(-c2nc(=O)[nH]c3ccccc23)cc1 | -6.8% | -0.9% | -0.7 | i | -1.1%
33 | COc1ccc(C2/C=C\CN(Cc3ccc(N(C)C)cc3)CC(=O)N2Cc2ccc(F)cc2)cc1 (configuration not stated) | -1.6% | 0.3% | -0.6 | i | 0.9%
34 | O=S(=O)(c1ccc(N2CCCC2c2nc3ccccc3s2)nc1)N1CCOCC1 (configuration not stated) | -1.9% | 0.6% | -3.4 | i | 0.3%
35 | O=C(Cc1ccccc1)NCC(=O)N1CCN(Cc2cccc(Cl)c2)CC1 | -1.6% | 1.1% | -2.8 | i | -0.2%
36 | CCOC(=O)/C=C/C(=O)Nc1cccc([N+](=O)[O-])c1 | u | -0.1% | -1.1 | i | -0.1%[9.22 µM]

# | HepG2 viability | ATXN viability | Nrf2 block | TGFb SMAD3 inh
25 | -25.7% | i | 19.7% | -4.5%
26 | 1.2% | i | -25.0% | -11.1%
27 | 2.6% | i | x | 20.0%
28 | -2.9% | x | 0.0% | -3.3%
29 | -2.7% | i | -12.8% | 0.0%
30 | -1.5% | i | -2.2% | 3.2%
31 | 14.3% | i | 1.6% | -15.1%
32 | 6.3% | i | 1.3% | 4.1%
33 | -19.6% | i | 15.8% | -7.8%
34 | -26.6% | i | -9.1% | -19.0%
35 | -3.0% | i | -9.4% | 6.0%
36 | 12.6µM* | u | u | 11.2µM*

Reformatted with values under each structure: 3 of the compounds above
Sequence of screens: A549 tox | MmCpn inh | CCT chaperon mod | Akt phos inh | Nrf2 activator | HepG2 viability | ATXN viability | Nrf2 block | TGFb SMAD3 inh
[27] O=C(O)Cc1ccc(N2N=C(c3ccccc3)CC2=O)cc1
    x | x | 1.0 | i | -0.4% | 2.6% | i | x | 20.0%
[28] CCN(CC)C(=O)COc1ccc(/C=C(\C#N)S(=O)(=O)c2ccccc2)cc1OC
    -13.3% | -5.7% | 2.8 | i | -0.1% | -2.9% | x | 0.0% | -3.3%
[29] COc1ccc(C)cc1S(=O)(=O)N(CC(=O)NCc1ccco1)c1ccc(C)cc1
    -1.5% | 1.6% | -1.7 | i | 2.7% | -2.7% | i | -12.8% | 0.0%

Remaining list, next part
# | SMILES | A549 tox | MmCpn inh | CCT chaperon mod | Akt phos inh | Nrf2 activator
37 | Cc1ccc(Cn2nc(C)c(NC(=O)c3noc4c3CCCCC4)c2C)cc1 | 6.5% | 0.2% | -5.6 | i | 0.4%
38 | O=C(CCNc1n[nH]c(=O)[nH]c1=O)N1CCCCC1 | -18.5% | -0.8% | -0.3 | i | -0.3%
39 | COc1ccccc1C(=O)OCc1c(F)cccc1Cl | -1.5% | 0.7% | -3.0 | i | -0.5%
40 | CC(C)C(C(=O)NC(C)(C)C)N1C(=O)c2ccccc2C1=O (configuration not stated) | 2.5% | 0.5% | -0.6 | i | -0.2%
41 | O=C(CCS(=O)(=O)c1ccccc1)Nc1ccc2c(c1)OCO2 | 4.9% | 3.6% | -3.2 | i | 3.6%
42 | CCCc1nc2oc3c(=O)[nH]cnc3c2c2c1CCCC2 | -8.4% | 0.5% | 0.9 | i | 0.2%
43 | O=C(Nc1ccc2c(c1)CCC2)C1CCCN(c2ncccn2)C1 (configuration not stated) | -0.1% | -1.5% | -4.7 | i | 2.9%
44 | C=C(c1ccccc1)c1ccc(N(C)C)cc1 | -3.4% | -1.1% | -4.0 | i | 2.5%

# | HepG2 viability | ATXN viability | Nrf2 block | TGFb SMAD3 inh
37 | -10.1% | i | x | -24.5%
38 | -12.3% | i | 1.3% | 25.3%
39 | 3.7% | i | 9.2% | -11.1%
40 | -13.7% | u | 15.8% | -13.4%
41 | -11.5% | i | u | -1.6%
42 | -18.0% | i | -15.5% | 12.2%
43 | -1.1% | i | x | -3.0%
44 | -3.3% | i | 16.4µM* | -0.9%

From PubChem

This is a random part of the collection, and some 4.4% of all compounds hit somewhere here.
